Compound activity deposited in PubChem by National Center for Advancing Translational Sciences (NCATS).
a7 integrin act: activators of alpha7 integrin expression for muscular dystrophy; actives 0.064% (n = 350,000); Potency, µM (top dose mostly 38.3 µM), for inactives: at the top dose activation, actives largely listed as activators; alpha7betagal myoblasts, beta-gal FDG fluorescence, 48 h;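 further: potency means the concentration at half of the fitted maximal effect; 100% = response of the positive control SU9516; nearly all actives have a fitted effect of over 60% in size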
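alpha7betagal+/- myoblasts (passage 13, 250/well) treated 48 h at 37C with compounds at 1:260 dilution of DMSO stock. Lysed, then beta-galactosidase activity read as FDG fluorescence (ex 480/em 540) after 30 min, with pre-read for autofluorescence.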
BRCA1 expr up: increases BRCA1 expression; MCF7-BRCA1-FFLuc reporter, luminescence, 48 h; response scale: scaled: vehicle 0%, 10 µM genistein 100%; Potency, µM (top dose mostly 46.1 µM), without a hit: at the top dose activation, usual class: activators; actives 1.1% (n = 380,000); AID 624202; further: potency means the concentration at half of the fitted maximal effect; nearly all actives have a fitted effect of over 80% in size; some results filed as inactive show a strong effect at the top dose
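MCF7 cells carrying a BRCA1-firefly luciferase reporter (2000 cells/well, phenol-red free MEM) were attached for 2 h at 37 °C, then given compounds for 48 h. Luminescence was read 15 min after luciferase reagent; activity normalized to genistein (10 microM) and DMSO.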
S-ASM inh: blocks human secretory acid sphingomyelinase. AID 504937. actives 0.006% (n = 340,000). P17405. Potency, µM (series often up to 57.5 µM), inactives show at the top dose activity change, negative = inhibition, actives largely listed as inhibitors. placental ASM, HMU-PC fluorogenic substrate, 60 min; further: potency means the concentration at half of the fitted maximal effect
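Human placenta-derived ASM enzyme was preincubated with compound for 10 minutes at room temperature, then given fluorogenic substrate HMU-PC0 (9 uM final) for 60 minutes at 37 °C; a pH 10 stop preceded fluorescence reading at Ex 386/Em 447 nm.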
TRPV1 ag: human TRPV1 agonism | actives 0.19% (n = 320,000) | Q8NER1 | TRPV1-expressing cells, Fluo-8 calcium influx, agonist mode | activation, % at 8.33 µM; in the data active means activation above about 80%; inconclusive means between about 30% and that limit; further: 0% is about no effect
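Fluo-8 calcium influx in TRPV1-expressing cells, kinetic read (ex 480/em 520 nm). Compound added and read 3 min for agonist activity, followed by capsaicin at EC20 final and 2 min further read for enhancement.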
TSG101-PTAP inh: blocks PTAP/TSG101 interaction to inhibit HIV-1 budding; Q99816; Fluorescence polarization, FITC-PTAP peptide / Tsg101 binding; Potency, µM (top dose mostly 115 µM), for the others: top-dose activity change, negative = inhibition, hits mostly inhibitors; 340,000 tested, under 10 active; AID 493005; active means well fitted inhibition curve with a large enough effect in the main read-out, with a control signal flat, not every such curve was filed as active; inconclusive means small, poorly fitted or top-dose-only effect, or effect the other way, or a change in a side signal; inactive means no such curve, though single readings can be large or run the other way; further: potency means the concentration at half of the fitted maximal effect; % of control where 0% means no effect
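Steps: Tsg101 binding domain dispensed (10 uM final), compounds pinned in DMSO, FITC-labeled PTAP-motif peptide added (50 nM final); after 20 min binding at room temperature, polarization measured.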
B2AR arrestin: agonists driving beta-arrestin recruitment to human beta2-adrenergic receptor. P07550. beta-arrestin recruitment to beta2AR, cell-based reporter. Potency, µM (top dose mostly 46.1 µM), without a hit: at the top dose activation, usual class: activators. actives 0.02% (n = 330,000). AID 492947;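 further: potency means the concentration at half of the fitted maximal effect; 0% = DMSO controls and full agonism = EC100 isoproterenol or metaproterenol; nearly all actives have a fitted effect of over 65% in size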
Target sequence (P07550 whole entry, looked up): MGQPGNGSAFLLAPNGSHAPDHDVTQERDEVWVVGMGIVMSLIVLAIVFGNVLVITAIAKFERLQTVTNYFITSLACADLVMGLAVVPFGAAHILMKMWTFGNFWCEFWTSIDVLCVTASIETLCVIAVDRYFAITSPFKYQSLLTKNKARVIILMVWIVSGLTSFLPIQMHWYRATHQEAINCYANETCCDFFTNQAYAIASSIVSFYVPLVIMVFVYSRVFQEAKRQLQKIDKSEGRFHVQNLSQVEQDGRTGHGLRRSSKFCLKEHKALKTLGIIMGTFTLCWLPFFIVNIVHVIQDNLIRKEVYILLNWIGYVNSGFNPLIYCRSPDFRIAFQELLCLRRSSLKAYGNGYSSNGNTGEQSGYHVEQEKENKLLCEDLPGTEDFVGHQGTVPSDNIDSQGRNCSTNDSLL
USP2a block: blocks human ubiquitin-specific protease USP2a; O75604; USP2 core, Ub-CHOP2 coupled fluorogenic reporter, 485/531; Potency, µM (doses to about 38.3 µM), without a hit: top-dose activity change, negative = inhibition, hits mostly inhibitors; actives 0.01% (n = 330,000); AID 463254;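 further: potency means the concentration at half of the fitted maximal effect; plate controls were DMSO wells for no effect and full inhibition by NEM control for full effect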
Target sequence (O75604 whole entry, looked up): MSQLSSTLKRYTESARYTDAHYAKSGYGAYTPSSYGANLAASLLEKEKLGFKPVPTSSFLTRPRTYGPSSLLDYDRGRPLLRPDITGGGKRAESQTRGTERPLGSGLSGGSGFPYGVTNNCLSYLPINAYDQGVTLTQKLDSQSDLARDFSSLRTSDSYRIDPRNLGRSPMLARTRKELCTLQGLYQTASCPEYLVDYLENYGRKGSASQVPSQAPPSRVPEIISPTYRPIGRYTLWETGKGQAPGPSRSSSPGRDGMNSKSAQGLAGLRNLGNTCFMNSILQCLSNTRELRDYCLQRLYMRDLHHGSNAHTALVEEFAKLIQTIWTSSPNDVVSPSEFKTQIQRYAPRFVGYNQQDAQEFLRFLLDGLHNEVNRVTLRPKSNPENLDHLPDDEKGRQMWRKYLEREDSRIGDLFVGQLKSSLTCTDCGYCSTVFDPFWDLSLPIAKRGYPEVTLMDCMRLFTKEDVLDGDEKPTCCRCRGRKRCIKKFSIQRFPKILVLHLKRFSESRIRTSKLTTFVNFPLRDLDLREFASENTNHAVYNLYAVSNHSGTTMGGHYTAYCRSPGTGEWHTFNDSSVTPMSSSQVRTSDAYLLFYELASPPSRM
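Cell-free coupled assay: 10nM USP2 core preincubated 30min RT with compound in Tris-HCl pH 8.0/CaCl2/CHAPS buffer, then 25nM Ub-CHOP2 and 25nM reporter substrate; fluorescence (Ex 485/Em 531) read after 60min RT, normalized to NEM inhibition, concentration-response curves fitted.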
Eya2 phos inh: Eya2 (human) phosphatase inhibition | O00167 | recombinant Eya2, OMFP fluorescence dephosphorylation (OMFP is methylfluorescein phosphate) | Potency, µM (titrated, usually from 76.9 µM), for the others: at the highest dose activity, negative = inhibition, most hits filed as inhibitors | AID 488837 | actives 0.006% (n = 330,000); further: potency means the concentration at half of the fitted maximal effect; on the % scale 0 is the no-effect control and ±100 the full control effect
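Eya2 (0.2 uM) preincubated 10 min at ambient with compound, then OMFP substrate added at 50 uM; 10 min reaction in 50 mM HEPES pH 7.5, 50 mM NaCl, 5 uM MgCl2, 0.05% BSA, 1 mM DTT. Fluorescence read at Ex 485/Em 525 nm.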
uPA surface inh: cell surface uPA generation inhibition; Potency, µM (series often up to 38.3 µM), for inactives: top-dose activity change, negative = inhibition, most hits filed as inhibitors; actives 0.31% (n = 330,000); AID 540303; cell surface uPA generation assay, qHTS; active means well fitted inhibition curve with a large enough effect; inconclusive means small, poorly fitted or top-dose-only effect; inactive means no such curve, though single readings can be large or run the other way; tested in mouse RAW 264.7 cells; further: potency means the concentration at half of the fitted maximal effect; on the % scale 0 is the no-effect control and ±100 the full control effect; nearly all actives have a fitted effect of over 55% in size
ELG1 genotoxic: induces genotoxicity in HEK293T cells with luciferase-tagged ELG1 | Potency, µM (titrated, usually from 46 µM), inactives show at the top dose activity change, positive = activation, usual class: activators | HEK293T ELG1-luciferase reporter, luminescence, 16 h | AID 504466 | actives 1.3% (n = 330,000); further: potency means the concentration at half of the fitted maximal effect; % of control where 0% means no effect; nearly all actives have a fitted effect of over 60% in size
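Step 1: seed 2,000 HEK293T ELG1-luciferase cells per well. Step 2: add compound or DMSO, incubate 16 hr at 37 °C. Step 3: ONE-Glo, 30 min at room temperature, read luminescence.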
p53 reactivation: re-activators of mutant p53 | H1299 p53-A138V BP100-luciferase reporter, luminescence, 24 h | Potency, µM (highest dose often 92.2 µM), without a hit: top-dose activity change, positive = activation, actives largely listed as activators | actives 0.063% (n = 320,000) | AID 504706; further: potency means the concentration at half of the fitted maximal effect; % of control where 0% means no effect; nearly all actives have a fitted effect of over 45% in size
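p53-null H1299 cells stably carrying temperature-sensitive p53-A138V and a BP100-luciferase reporter were pinned with compounds (4-point, 1:5 series) and held 24 hrs at 37 deg C. Luminescence was read 10 min after detection reagent.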
The depositor's hits bear a star; ? = inconclusive; / = no result given; [ ] = remark or other dose. Unless noted, the call rests on the fitted dose curve; in most records, active means well fitted curve in the direction sought with a large enough effect; inconclusive means small, poorly fitted or top-dose-only effect, or another doubt; inactive means no such curve, though single readings can be large; an effect the other way counts as inactive or inconclusive.

mol	a7 integrin act	BRCA1 expr up	S-ASM inh	TRPV1 ag	TSG101-PTAP inh	B2AR arrestin	USP2a block	Eya2 phos inh	uPA surface inh	ELG1 genotoxic	p53 reactivation
CCC(C(=O)NCc1ccco1)N(C(=O)CNS(=O)(=O)c1ccccc1)c1ccccc1C (stereo not drawn)	0%	8%	-1%	-1	0%	0.0%	-2%	9%	4%	-2%	-2%
Cc1cc(NC(=O)/C(C#N)=C\c2ccc(-c3ccc(SC(F)F)cc3)o2)n(-c2ccccc2)n1	-26%	-37%	-2%	/	?	/	/	/	-1%	/	/
Cc1ccc(S(=O)(=O)/N=C(/Nc2c(C)cccc2C)c2ccccc2)cc1	-27%	-5%	-3%	/	-2%	-0.1%	0%	-1%	10%	1%	2%
COc1ccccc1N1CCN(C(=O)CSc2ccc3c(C)cc(C)nc3n2)CC1	-5%	-26%	-3%	2	-4%	-0.4%	1%	7%	1%	-4%	-5%
CC(=O)N[C@H]1C(O)O[C@H](CO)[C@@H](O)[C@@H]1O (stereo partly drawn)	/	-20%	4%	0	-5%	-2.0%	2%	7%	23%	5%	4%
COc1ccc(CNC(=O)C(=O)NCC2CCCN2S(=O)(=O)c2cccs2)cc1 (stereo not drawn)	24%	-17%	-1%	13	8%	0.0%	1%	0%	2%	3%	0%
CCOC(=O)C(C(=O)OCC)C(Nc1cccc(Br)c1)c1ccccc1 (stereo not drawn)	-34%[7.66 µM]	-71%	1%	6	-5%	0.5%	4%	?	-12%	1%	-13%
COc1ccc(-c2coc3cc(OC)ccc3c2=O)cc1	0%	2.8µM*	1%	/	2%	/	/	/	-9%	/	/
Cc1cc2c(cc1S(=O)(=O)Nc1cccc(F)c1)n(C)c(=O)c(=O)n2C	-7%	-10%	-1%	1	-4%	-0.3%	3%	11%	-3%	3%	/
Cc1cccc(N(C(=O)c2ccc(Cl)cc2)C2CS(=O)(=O)CC2OC(=O)c2ccc(Cl)cc2)c1 (stereo not drawn)	10%	-48%	-1%	24	-7%	0.2%	0%	-3%	12%	-5%	-1%
Cc1ccc2c(c1)C1CN(C)CCC1N2S(=O)(=O)c1ccc(Oc2ccc([N+](=O)[O-])cc2)cc1 (stereo not drawn)	-52%[inhibitor]	-60%	-13%	3	-3%	-1.3%	-7%	-1%	8.9µM*	0%	2%
CCC(=O)N1CCc2cc(S(=O)(=O)CCC(=O)O)ccc21	-8%	4%	1%	0	-4%	0.4%	-1%	10%	1%	0%	8%
Cc1nnnn1/C(=C\c1ccccc1)C(=O)OCC(=O)NC1CCCCC1	10%	-20%	4%	7	-2%	0.9%	2%	16%	7.9µM*	-10%	-22%
O=C1NC(=Nc2cccc(O)c2)S/C1=C\c1cccc([N+](=O)[O-])c1	-4%	-9%	-5%	1	-5%	0.0%	5%	4%	-13%	13%	2%
Cc1cc(Br)c(S(=O)(=O)NCc2cccnc2)cc1C	2%	-1%	-2%	-1	-2%	-0.6%	-5%	5%	1%	-21%	/
Cc1cc(C)c(S(=O)(=O)c2cccc(Br)c2C)c(Cl)n1	6%	12%	0%	1	0%	-0.8%	9%	7%	-4%	-1%	6%
O=C(NNC(=O)c1cccc(Cl)c1)NNC(=O)c1cccc(Cl)c1	0%	3%	5%	/	3%	-0.4%	-1%	-24%	-1%	7%	-3%
O=S(=O)(NC1=NCCC1)c1cccc(NS(=O)(=O)c2ccc(F)c(Cl)c2)c1	-19%	-9%	4%	1	-10%	0.3%	0%	29%	0%	-3%	0%
Cc1oc(-c2cccs2)nc1CN1CCN(C(C)C)C(CCO)C1 (stereo not drawn)	-19%	-30%	21%	3	0%	-1.7%	1%	-6%	2%	2%	2%
CCOC(=O)C1=C(CSCc2ccccc2)NC(=O)NC1c1cc(C)ccc1C (stereo not drawn)	-20%	-58%	-9%	-1	/	0.2%	-1%	-13%	-27%	-26%	-5%
Cc1nc2ccc(N)cc2c(=O)n1Cc1ccc(Cl)cc1	36%	?	78%[activator]	1	-1%	-0.1%	4%	17%	-1%	28%	19%
CCOC(=O)Nc1ccccc1N1C(=O)c2ccccc2C1=O	6%	3%	3%	0	-3%	-1.0%	0%	-24%	3%	-2%	2%
Cc1ccc2oc(=O)c3cnn(CC(=O)N4CCCCC4C)c3c2c1 (stereo not drawn)	10%	-10%	-3%	16	1%	0.0%	1%	16%	-1%	-3%	-4%
O=C(c1ccc2c(c1)OCO2)[C@@H]1[C@@H]2C(=O)N(C3CCCCC3)C(=O)[C@@H]2C2c3ccccc3C=CN21 (stereo partly drawn)	23%	-29%	1%	-2	-6%	0.4%	-11%	0%	3%	-5%	5%
COCCNc1nc2ccccc2nc1NS(=O)(=O)c1ccc(C)cc1C	29%	-24%	2%	-3	-2%	0.1%	3%	7%	-6%	0%	-8%
Cc1ccc(S(N)(=O)=O)cc1NC(=O)/C=C/c1ccc2c(c1)OCO2	-8%	11%	4%	-2	2%	5.4%	-3%	-8%	-11%	1%	9%
CCOC(=O)c1nnn(-c2nonc2N)c1-c1ccc(Br)cc1	9%	-20%	-3%	2	-1%	0.2%	-1%	?	?	/	/
CN(C)S(=O)(=O)c1ccc(NC(=O)Cn2c(-c3ccccc3)noc2=O)cc1	-14%	-11%	3%	-3	-6%	-0.5%	-3%	-8%	-3%	0%	-3%
CCCCNC(=O)[C@H](CSCc1ccccc1)N1Cc2ccccc2C1=O	8%	-26%	-1%	?	-5%	5.3%	3%	-8%	10%	-5%	0%
CC(=O)c1ccc(N2CCN(C(=O)c3noc4c3CSc3ccccc3-4)CC2)cc1	14%	1%	3%	-4	0%	0.3%	3%	3%	1%	1%	10%
Cc1cc2nnc(SCC(=O)N3CCOCC3)n2c2ccccc12	12%	0%	0%	-3	-3%	0.1%	1%	-16%	0%	6%	2%
COc1ccccc1C(=O)NCCC(=O)NCC(c1ccccc1OC)N1CCCC1 (stereo not drawn)	9%	2%	-1%	0	1%	-0.3%	-1%	-26%	5%	1%	1%
CC1(C)Cc2c(c(N3CCCC3)nc3sc4c(N5CCNCC5)ncnc4c23)CO1	-38%	-5%	0%	/	-9%	-0.1%	2%	11%	5%	1%	-5%
CC(=O)Oc1ccccc1C(=O)N1CCN(S(=O)(=O)c2ccc3ccccc3c2)CC1	-12%	12%	0%	0	1%	2.4%	3%	8%	-11%	3%	2%
O=C(NCc1cccnc1)NC1(c2ccccc2)CC1	12%	5%	-1%	/	-11%	-0.8%	1%	-10%	11%	2%	-1%
NC(=O)c1ccc(-n2nnnc2SCc2ccc(F)cc2)cc1	-15%	-4%	-2%	2	-1%	-0.4%	2%	-5%	0%	5%	8%
O=C(OCCNc1nc(-c2ccccc2)nc2ccccc12)c1ccncc1	4%	-16%	0%	17	0%	-0.1%	0%	2%	13%	-7%	-1%
CC(C)CCC(O)(CCC(C)C)C(=O)NN1CCCCC1	-6%	-8%	2%	-4	1%	-2.5%	4%	1%	2%	0%	-5%
CC(=O)Nc1sc(-c2ccc(Cl)cc2)nc1-c1ccccc1	26%	-18%	2%	1	-1%	-1.1%	1%	13%	1%	1%	-4%
CCOc1ccc(S(=O)(=O)NCCC(=O)OCC(=O)c2ccc(NC(C)=O)cc2)cc1	-17%	1%	-4%	-1	1%	-0.1%	-6%	0%	6%	0%	-1%
C=CCn1c(/N=C/c2ccc3c(c2)OCO3)nc2ccccc21	11%	2%	1%	-2	-7%	-0.1%	3%	4%	9%	1%	4%
CCNc1ccc(S(=O)(=O)N(C)C)cc1NCC(=O)Nc1ccccc1Cl	10%	-16%	2%	16	-3%	-0.6%	1%	2%	3%	-3%	-2%
O=C(COc1cc2oc(=O)cc(-c3ccccc3)c2cc1Cl)NCC1CCC(C(=O)O)CC1 (stereo not drawn)	-16%	-4%	-5%	0	-3%	-2.0%	0%	3%	4%	9%	/
O=C(NCCCN1CCOCC1)C(=O)N/N=C/c1ccccc1Cl	15%	14%	4%	-8	1%	-0.8%	1%	10%	-20%	-2%	5%
CCCN1CCC(NC(=O)CCc2nnc(-c3ccccc3)o2)CC1	?	10%	0%	1	-5%	-0.8%	0%	2%	-1%	2%	6%
